From PubChem BioAssay
FXN GAA850 act: activators of GAA850 frataxin (FXN) promoter | HEK293 lucGAA850 FXN promoter luciferase reporter, 24 h; percent of 10 µM SAHA response | activation, % at 6 µM | 0.56% of 360,000 active | AID 540364;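 active = activation above the average of all compounds screened plus 3 SD, cutoff fixed separately per campaign, cut at about 7.5% in these data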;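 also: 0% = DMSO wells and 100% = 10 µM SAHA wells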
ADAM10 inh: inhibits human ADAM10 | O14672 | recombinant ADAM10, EDANS/DABCYL FRET peptide cleavage, 3 h | inhibition, % at 7 µM | 0.62% of 370,000 active | AID 720582;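 active = inhibition above a per-campaign cutoff equal to the mean of compounds falling between control-based bounds plus 3 SD, cut at about 20% in these data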;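 also: 0% = DMSO wells while the 100% control is not disclosed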
NPR1 activator: GC-A (human) enzyme activation. P16066. HEK293 GC-A cells, cGMP TR-FRET, EC30 ANP; 0% at EC30 ANP, 100% saturating ANP. activation, % at 10 µM. 0.14% of 370,000 active. AID 1671463; in the data active = activation above about 40%
DAX1 inh-1: inhibitors of DAX1 repression of SF-1 activated StAR promoter; 1.1% of 370,000 active; AID 652010; HEK293T StAR-luciferase reporter, SF-1/DAX-1 repression relief; inhibition, % at 6.8 µM;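 active = inhibition above the mean over all tested compounds plus 3 SD, cut at about 3.6% in these data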;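 also: 0% = DAX-1 cells with DMSO and 100% = cells lacking DAX-1 with DMSO; higher inhibition means more luminescence from relief of DAX-1 repression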
NPR2 activator: GC-B (human) receptor activation | P20594 | HEK293-GC-B cells, CNP EC30, cGMP TR-FRET; 0% at EC30 CNP, 100% saturating CNP | activation, % at 10 µM | 0.11% of 370,000 active | AID 1920062;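 active = activation at 10 µM reaching about 35% in either raw or pattern-adjusted values, limit read from the data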
SMARCA2 activ: increases SMARCA2 function in MMTV reporter cells | MG213 cells, MMTV-luciferase reporter, dexamethasone, overnight | activation, % at 9.1 µM | 1% of 370,000 active; in the data active = activation above about 7.8%;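 also: 0% = vehicle wells and 100% = reference activator wells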
DAX1 inh-2: inhibitors of human orphan nuclear receptor DAX1 (NR0B1). P51843. HEK293 Gal4-DAX1 luciferase reporter, luminescence. inhibition, % at 6.75 µM. 0.99% of 340,000 active. AID 504766;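 active = inhibition above the mean over all tested compounds plus 3 SD, cut at about 4.2% in these data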;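 also: 0% = DAX1-transfected cells with DMSO and 100% = empty-vector control cells with DMSO; inhibition shows as a rise in luminescence from relieved DAX1 repression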
Target sequence (P51843 207-470 limits assumed): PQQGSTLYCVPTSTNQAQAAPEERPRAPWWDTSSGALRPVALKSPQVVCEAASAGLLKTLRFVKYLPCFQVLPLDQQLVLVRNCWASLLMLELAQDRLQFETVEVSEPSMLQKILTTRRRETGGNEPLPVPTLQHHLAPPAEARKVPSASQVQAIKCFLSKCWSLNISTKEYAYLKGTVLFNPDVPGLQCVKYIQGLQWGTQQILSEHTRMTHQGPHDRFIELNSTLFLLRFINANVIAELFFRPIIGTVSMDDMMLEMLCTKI
hgDAF-12 ag: hgDAF-12 agonism, primary luciferase screen. AID 687014. HEK293 GAL4-hgDAF12 UAS-luciferase reporter, agonist luminescence; normalized to butyrate control. activation, % at 6.8 µM. 1.8% of 370,000 active;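 active = activation above a cutoff set at the mean of all screened compounds plus 3 SD, cut at about 10% in these data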;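 also: 0% = DMSO wells and 100% = sodium butyrate wells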
sPLA2-III inh: Inhibits HGIII-sPLA2 liposome hydrolysis, primary screen; Q9NZ20; QFRET BODIPY PC-A2 liposome hydrolysis, fluorescence; inhibition, % at 12.2 µM; 0.56% of 370,000 active;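 active = inhibition above mean plus 3 SD of compounds lying within the high and low control bounds, cut at about 19% in these data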;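 also: 0% = median of test compound wells and 100% = no enzyme DMSO wells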
Target sequence (Q9NZ20 whole entry, looked up): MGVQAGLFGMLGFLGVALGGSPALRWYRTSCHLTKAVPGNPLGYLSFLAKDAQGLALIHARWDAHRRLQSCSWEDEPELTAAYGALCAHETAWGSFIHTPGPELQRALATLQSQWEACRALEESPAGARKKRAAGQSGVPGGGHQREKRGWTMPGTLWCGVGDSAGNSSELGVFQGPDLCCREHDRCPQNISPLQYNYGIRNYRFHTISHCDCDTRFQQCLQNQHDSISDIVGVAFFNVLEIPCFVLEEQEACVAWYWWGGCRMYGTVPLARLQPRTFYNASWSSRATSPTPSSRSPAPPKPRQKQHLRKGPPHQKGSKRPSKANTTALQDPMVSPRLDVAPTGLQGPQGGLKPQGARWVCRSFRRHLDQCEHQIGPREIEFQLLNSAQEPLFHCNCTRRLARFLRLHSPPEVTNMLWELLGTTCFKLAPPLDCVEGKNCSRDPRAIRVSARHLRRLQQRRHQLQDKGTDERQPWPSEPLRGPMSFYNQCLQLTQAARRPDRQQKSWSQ
hcDAF-12 act: activators of H. contortus DAF-12 nuclear receptor | HEK293 hcDAF-12 lit1-tk-luc reporter, luminescence; 0% DMSO, 100% Δ7-dafachronic acid | 1.4% of 370,000 active | AID 652067 | activation, % at 6.8 µM;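 active = activation above the mean of all tested compounds plus 3 SD, cut at about 5.5% in these data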;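 also: 100% = response to 3 µM Δ7-dafachronic acid high control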
ssDAF-12 act: S. stercoralis DAF-12 activation, primary screen; activation, % at 6.8 µM; HEK293 ssDAF-12/GRIP1 lit1-tk-luc reporter, luminescence; % of 3 µM dafachronic acid response; 1% of 370,000 active;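 active = activation above the mean over all tested compounds plus 3 SD, cut at about 0.9% in these data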;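 also: 0% = DMSO-only wells and 100% = 3 µM delta7-dafachronic acid wells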
* = called active by the depositor; x = no result given. Compounds as they come; 6.6% or so of the library scored in one or more.

no. | Compound | FXN GAA850 act | ADAM10 inh | NPR1 activator | DAX1 inh-1 | NPR2 activator | SMARCA2 activ | DAX1 inh-2 | hgDAF-12 ag | sPLA2-III inh | hcDAF-12 act | ssDAF-12 act
1 | Cc1ccc(C(=O)NC(=S)Nc2ccccc2N2CCCC2)cc1[N+](=O)[O-] | 3.0 | -18 | 1 | -0.5 | 5 | 3 | 1.0 | -0.6 | 7 | 1.5 | 1.4*
2 | CS(=O)(=O)c1ccc(-c2nn[nH]n2)cc1 | -0.8 | -3 | 0 | -0.5 | 5 | -2 | 0.4 | -1.5 | 2 | 0.2 | -0.8
3 | O=C1CC(C(=O)O)S/C(=N\NC(=O)c2ccc(F)cc2)N1 (centres undefined) | 4.0 | 8 | -1 | -0.4 | 2 | 4 | 0.3 | -1.3 | -4 | -2.1 | -1.0
4 | Cc1nccn1CCOc1ccc(Cl)cc1 | 1.3 | -6 | 5 | -0.3 | 8 | -3 | -0.4 | -2.6 | 4 | -2.2 | -1.3
5 | Oc1ccccc1C=NNc1nc2ccccc2s1 | 2.9 | -15 | 1 | 5.5* | -7 | -2 | 4.4* | 22* | -11 | 16* | 3.0*
6 | Cc1ccc(Sc2ncccc2C(N)=O)cc1 | 0.5 | -6 | 1 | -0.1 | 5 | -1 | -1.4 | 0.2 | 7 | -0.8 | -0.7
7 | NC(=O)c1ccc(NC(=O)CSc2nc3ccccc3c(=O)n2CCCN2CCOCC2)cc1 | -1.3 | -29 | -3 | -0.2 | 0 | 1 | 0.2 | -1.7 | 3 | -0.6 | -0.5
8 | NC(=O)C1CCN(CC(O)COc2ccc(-c3ccccc3)cc2)CC1 (centres undefined) | 0.4 | 1 | 2 | 0.5 | 1 | -1 | 5.6* | -4.1 | -6 | -1.6 | -0.3
9 | COc1cc(OC)cc(C(=O)NCCn2ccc3ccccc32)c1 | 0.9 | -2 | -10 | 1.1 | -5 | -2 | -0.3 | 0.4 | -26 | -2.6 | -0.2
10 | CCc1nc2c(OCC(=O)C(C)(C)C)cccn2c1N(C)C(=O)C1CC1 | 0.3 | -14 | -1 | -0.8 | 1 | -6 | x | -3.3 | 0 | -0.1 | -1.1
11 | CCc1noc(C)c1C(=O)Oc1ccc(N(C)S(=O)(=O)c2ccc(C)c(C)c2)cc1 | 0.9 | 12 | -4 | -4.5 | -3 | -4 | -1.5 | -4.5 | -28 | -1.9 | -1.7
12 | Cc1cc(C(=O)CSc2nnc(-c3cccs3)n2Cc2ccccc2)c(C)n1C | -0.1 | 0 | 11 | -1.2 | 11 | -2 | -1.1 | -0.2 | -1 | -0.7 | -1.4
13 | COc1cc2c(-c3ccc(O)cc3)nc3c(c(C)nn3-c3ccccc3)c2cc1OC | 4.3 | -66 | 2 | -1.0 | -11 | 0 | -1.9 | -2.6 | 4 | 0.8 | -1.8
14 | Cc1ccc(Nc2nc(N)nc(CSc3nc4ccccc4s3)n2)cc1 | 11* | 29* | 0 | 0.2 | -2 | 0 | -1.1 | -4.4 | -50 | -2.2 | -1.5
15 | COc1ccccc1S(=O)(=O)N1CCN(S(=O)(=O)c2cccs2)CC1 | -1.3 | -6 | 0 | 0.8 | 6 | 4 | 0.4 | -3.0 | -4 | -1.2 | -1.0
16 | O=C(CCc1c[nH]c2ccccc12)OCc1ccc(Br)cc1 | 2.6 | 23* | -1 | -1.6 | -3 | -1 | 0.1 | -0.6 | -78 | -0.5 | -1.3
17 | O=C(NC1(O)C(=O)c2ccccc2C1=O)c1ccccc1 | 0.5 | 7 | 0 | -0.6 | -4 | -1 | 0.2 | -1.6 | -3 | 0.6 | -0.9
18 | O=C(CN(CC1CCCO1)C(=O)CCC(=O)Nc1nccs1)NCC1CCCO1 (centres undefined) | -1.7 | 5 | 0 | 0.7 | -1 | -2 | -0.4 | -1.1 | -1 | -0.1 | -1.2
19 | O=C(OCc1cc(-c2ccccc2)no1)c1ccc2ccccc2n1 | -3.1 | -1 | 4 | 1.1 | -3 | -2 | 2.0 | 2.7 | -19 | 0.4 | -0.7
20 | CCOc1ccccc1C(=O)Nc1ccccc1C(N)=O | -0.3 | -6 | 2 | -1.2 | 1 | -1 | -1.1 | 1.0 | 3 | -2.0 | -1.9
21 | NS(=O)(=O)c1ccc(NC(=O)COC(=O)c2ncc(Cl)c(Cl)c2Cl)cc1 | 1.7 | -4 | 6 | 0.1 | 1 | 3 | 3.1 | -0.5 | -3 | 0.1 | -1.4
22 | Cc1cc(NS(=O)(=O)c2ccc(NC(=O)c3ccc(Br)o3)cc2)nc(C)n1 | 0.6 | -8 | -2 | -0.1 | 1 | 2 | 1.2 | 0.6 | -4 | -0.9 | -1.3
23 | N#C/C(=C\c1cccnc1)C(=O)Nc1ccccc1 | 2.0 | -18 | -9 | 0.9 | -4 | -2 | -0.5 | -1.4 | -15 | -0.9 | -1.0
24 | Cc1cc(C(=O)NC2CCCc3c2cnn3-c2ccc(C)c(C)c2)n(C)n1 (centres undefined) | -8.5 | 2 | -2 | -9.7 | -3 | -5 | -2.7 | -8.0 | -2 | -4.6 | -2.4
25 | CCCCc1ccc(/C(C)=N/NC(=O)C2CCCC2)cc1 | -1.0 | -17 | 7 | 1.0 | 6 | -3 | 0.5 | -0.9 | 12 | -1.5 | -0.9
26 | NS(=O)(=O)c1ccc(NC(=O)CSc2nnc(NC3CC3)s2)cc1 | -1.5 | -8 | 1 | 1.3 | 0 | 0 | 0.9 | -0.3 | 0 | 1.2 | -0.9
27 | CC(=O)c1nnn(-c2nc(N3CCCC3)nc(N(c3ccccc3)c3ccccc3)n2)c1C | -0.7 | -7 | -6 | 0.4 | -1 | -1 | 1.5 | -0.9 | 6 | -0.2 | -1.0
28 | Cc1noc(C)c1S(=O)(=O)N1CCC(C(=O)Nc2ccc(OC(F)(F)F)cc2)CC1 | -1.7 | 6 | 1 | 0.1 | 10 | 1 | 0.1 | 2.0 | -8 | 0.5 | -1.2
29 | CC(=O)Nc1ccccc1-c1nn[nH]n1 | -0.5 | 7 | -1 | 0.2 | -4 | 0 | -0.8 | 1.8 | 3 | 2.5 | 0.0
30 | CCOc1ccc(-c2nnc(N(CC)C(=O)C3CCC3)s2)cc1 | 4.1 | -6 | -3 | -0.1 | -1 | 0 | 0.5 | 2.1 | -14 | 0.0 | -1.4
31 | C=CCNC(=O)CSc1nc2c(c(=O)[nH]1)CCCC2 | x | -6 | -1 | -0.1 | 1 | -5 | x | -3.3 | 4 | -0.6 | -1.5
32 | CC(Sc1nnnn1-c1ccc(Cl)cc1)C(=O)NCC(=O)Nc1ccc(F)c(F)c1F (centres undefined) | 2.2 | -5 | -4 | 0.0 | -1 | -1 | -0.1 | 2.6 | 0 | 0.6 | -1.1
33 | O=C(CCc1ccccc1)N[C@H]1[C@@H](OC(=O)c2ccc([N+](=O)[O-])cc2)CCC[C@]12C(=O)N(Cc1ccccc1)c1ccccc12 | x | -10 | 2 | 0.6 | 0 | -2 | x | 2.2 | 1 | -0.8 | -1.2
34 | CCN1CCN(c2ncc(C(=O)N3CCN(c4ccccc4OC)CC3)c3ccccc23)CC1 | 0.2 | -4 | 1 | -0.1 | 0 | -2 | -0.7 | -1.4 | -2 | 0.8 | -1.1
35 | COC(=O)C1=C(C)N(Cc2ccccc2)C(=O)N[C@H]1c1ccc(Br)cc1 | -1.4 | 18 | -7 | -0.1 | -15 | 0 | 0.9 | 1.5 | 1 | -1.7 | -1.5
36 | O=C(OCc1cn(Cc2ccccc2C(F)(F)F)nn1)N1CCOCC1 | x | 4 | 1 | -0.3 | -6 | 1 | x | 3.2 | 1 | -1.1 | -0.6
37 | O=C(Nc1cccnc1Cl)c1cc2ccccc2o1 | 5.3 | -3 | 4 | 2.8 | 1 | 4 | 4.2* | 12* | -3 | 9.3* | 2.8*
38 | S=C(NC1CCCCC1)c1ccc2c(c1)OCO2 | -0.6 | 1 | 1 | 0.5 | 7 | 0 | -0.3 | 3.1 | 10 | -0.3 | -0.4
39 | Cn1c(-c2ccc(=O)[nH]c2)nc2ccccc21 | 0.5 | -9 | -9 | -0.1 | 2 | -2 | x | 2.5 | -1 | 0.1 | -0.6
40 | COc1cccc(NC(=O)c2csc3c2CCCC3)c1 | 3.9 | 10 | -2 | 1.6 | -2 | 2 | -0.1 | 11* | -19 | 1.0 | -0.4
41 | CC(C)Oc1ccc(CNC(=O)Cn2c(=O)c3cccn3c3cccnc32)cc1 | 0.8 | -6 | -1 | 0.1 | 2 | 3 | 0.3 | -2.8 | 7 | -1.8 | -1.1
42 | CCOc1ccc(N(CC(=O)NC2CCCC2)C(=O)CCC(=O)Nc2ccccn2)cc1 | 0.0 | 1 | -2 | -0.3 | -10 | 1 | 0.4 | 1.1 | -6 | 0.8 | -0.6
43 | COc1ccc(CN2CCNC(=O)C2CC(=O)NCc2cccc(C)n2)c(OC)c1 (centres undefined) | 2.1 | -6 | -1 | 0.1 | 2 | -2 | -0.6 | -1.6 | -4 | -2.6 | -1.3
44 | COc1ccc(CNC(=O)NC(C)(C)c2cccc(C(C)(C)NC(=O)NCc3ccc(OC)cc3)c2)cc1 | -12 | 12 | 2 | 0.9 | 2 | -2 | 2.9 | 2.1 | -2 | 0.2 | -0.3
45 | O=c1cc(-c2cccs2)oc2ccc(Cl)cc12 | 3.3 | -414 | 1 | 0.9 | -4 | 5 | 5.3* | 10 | 0 | 4.9 | -0.5
46 | Cc1ccc(CN2CCC(n3nccc3NC(=O)c3ccc4c(c3)OCO4)CC2)o1 | 0.4 | -5 | -1 | -1.4 | 2 | 2 | -0.6 | -0.6 | -8 | -0.8 | -0.9
47 | O=C(CC(NC(=O)C(F)(F)F)c1ccccc1)Nc1nnc(CCc2ccccc2)s1 (centres undefined) | 1.2 | 0 | 1 | -0.5 | -3 | 1 | -1.4 | 1.9 | -8 | -1.1 | -1.6
48 | Cc1noc(C)c1S(=O)(=O)N1CCCC(C(=O)N2CCN(C3CCCCC3)CC2)C1 (centres undefined) | -1.6 | 2 | 2 | 1.1 | -2 | 5 | -0.6 | 8.6 | -1 | -0.6 | -1.0
49 | O=C(Nc1ccc(N2CCCCC2)cc1)c1cccnc1Cl | 1.8 | 4 | 1 | 0.6 | 1 | 3 | -0.5 | 6.9 | 2 | 0.5 | -0.2
50 | FC(F)(F)c1cccc(Cc2noc(CN3CCCC(CN4CCCC4)C3)n2)c1 (centres undefined) | -1.8 | -5 | -1 | 0.0 | 8 | -3 | -0.3 | -0.4 | -2 | -0.3 | -1.3
51 | Cc1cc(F)c(F)cc1C(=O)N1CCCC1 | 2.4 | -3 | 2 | -0.1 | 1 | -3 | 0.6 | 1.5 | 5 | -1.1 | -1.2
52 | Cc1ccccc1S(=O)(=O)NC(=O)C1(C)CCN1C(=O)C(C)(C)c1ccccc1 (centres undefined) | -0.1 | -12 | 3 | -0.1 | -5 | 1 | x | 0.1 | -5 | -1.2 | -0.9
